NCI-60 one-dose screen, 48 h, at 10 µM unless noted. Numbers give growth in % (100 = growth as untreated, 0 = no growth, -100 = all killed).
PC-3: PC-3 prostate cancer cells; 80,000 tested, 3.9% active
OVCAR-5: OVCAR-5 ovarian cancer | AID 1794783 | 82,000 tested, 2.9% active
OVCAR-4: OVCAR-4 ovarian cancer cells; 80,000 tested, 3.7% active
OVCAR-8: OVCAR-8 ovarian cancer; 81,000 tested, 4.4% active
DU-145: DU-145 prostate cancer; 81,000 tested, 4.2% active
OVCAR-3: OVCAR-3 ovarian cancer | 79,000 tested, 7% active
SF-295: SF-295 CNS cancer cells | 79,000 tested, 5.6% active
U251: U251 CNS tumor cells; 80,000 tested, 5.4% active; AID 1794753
SK-OV-3: SK-OV-3 ovarian cancer cells; 80,000 tested, 3.2% active
Active calls of the source: *; nt = no result given. How the source made its calls: active means growth percent below 10; inactive means the rest.

#	SMILES	PC-3	OVCAR-5	OVCAR-4	OVCAR-8	DU-145
1	OC(Cc1cc(CC(O)(C(F)(F)F)C(F)(F)F)nc(CC(O)(C(F)(F)F)C(F)(F)F)c1)(C(F)(F)F)C(F)(F)F	4.4*	16	6.4*	9.7*	25
2	COc1cc(NCCCCC(C)N)c2nccc(C)c2c1 (stereo not given)	66	82	nt	97	111
3	CN(C)c1ccc(/C=C2\CCc3ccccc3C2=O)cc1Br	78	104	84	108	102
4	O=C(/C=C/c1ccc(Cl)cc1)Nc1ncc(Cc2ccc(Br)cc2)s1	54	85	64	58	64
5	C=CC1OC2C3CC(C2O1)C1OC31 (stereo not given)	93	106	102	104	121
6	NCC(O)C(O)C(O)C(O)CO (stereo not given)	81	107	103	100	101
7	Cc1ccc(S(=O)(=O)CC(=O)c2cc3ccccc3o2)cc1	102	99	nt	98	110
8	CC(C)C1CCC(C)C(O)C1 (stereo not given)	89	108	108	99	106
9	CCOC(=O)N1CCN(CCCCOc2ccc(C(C)(C)CC)cc2)CC1	71	106	94	103	104
10	NC(=O)c1ncn2c(=O)n(CCF)nnc12	72	85	58	38	39
11	COc1ccc(/C=N/NC(=O)N2CCN(c3cc4c(cc3F)c(=O)c(C(=O)O)cn4C3CC3)CC2)cc1	102	103	116	101	114
12	O=C1C(c2c(O)[nH]c3ccccc23)=Nc2ccccc21	94	107	112	101	105

#	OVCAR-3	SF-295	U251	SK-OV-3
1	-3.6*	-8.8*	-60*	-17*
2	73	nt	93	93
3	100	108	nt	115
4	nt	40	81	91
5	114	99	99	93
6	101	106	90	86
7	110	95	103	nt
8	105	100	89	106
9	103	98	88	104
10	nt	35	94	17
11	106	107	103	101
12	93	110	98	nt

3 compounds from above, showing only SK-OV-3 and OVCAR-8:
entry	mol	SK-OV-3	OVCAR-8
2	COc1cc(NCCCCC(C)N)c2nccc(C)c2c1 (stereo not given)	93	97
3	CN(C)c1ccc(/C=C2\CCc3ccccc3C2=O)cc1Br	115	108
9	CCOC(=O)N1CCN(CCCCOc2ccc(C(C)(C)CC)cc2)CC1	104	103

Next part
#	SMILES	PC-3	OVCAR-5	OVCAR-4	OVCAR-8	DU-145
13	COC(=O)/C=C1/SC(=Nc2cccc(OC)c2)N(CCc2c[nH]c3ccc(O)cc23)C1=O	46	83	49	42	33
14	COc1ccccc1/C=C1\COc2ccc(O)cc2C1=O	76	103	81	49	96
15	Cc1cccc(NC(=O)c2ccc(Cl)c(Cl)c2)c1	85	102	96	101	105
16	CCCCCCCCCCCCCCCCCCOc1ccc(CC(=O)NCC[N+](C)(C)C)cc1	40	60	99	89	106
17	COc1cc2c(c(OC)c1OC)C(=O)CC(c1cccc(NC(=O)c3cc(N)ccc3C)c1)O2 (stereo not given)	80	133	76	58	103
18	CC1(C)CC2=C3C=C[C@@H]4[C@@]5(C)CCC(=O)C(C)(C)[C@@H]5CC[C@@]4(C)[C@]3(C)CC[C@@]2(C(=O)O)C[C@H]1O	40	74	24	33	65
19	CCOC(=O)NCCCN1c2nc3ccccc3cc2Sc2cc3ccccc3nc21	67	89	80	86	nt
20	Cc1cc(=O)nc2sccn12	88	86	97	115	121
21	CC(=O)c1cc(C(=O)c2ccc(Br)cc2)n2ccc(C#N)cc12	100	112	126	105	118
22	C=CCCC1(C)NC(=O)NC1=O (stereo not given)	87	102	99	102	102
23	O=C(O)C1Cc2nc[nH]c2CN1CO (stereo not given)	102	105	110	102	113
24	Cc1nc2ccc(Cl)cn2c1[N+](=O)[O-]	nt	98	96	98	106

#	OVCAR-3	SF-295	U251	SK-OV-3
13	40	81	45	101
14	76	104	62	99
15	96	98	97	108
16	92	95	47	95
17	91	94	84	99
18	12	20	23	1.0*
19	98	90	99	88
20	110	114	96	100
21	132	107	106	96
22	106	96	103	95
23	123	100	91	99
24	111	nt	99	103

Compound profiles, from the list above. Order of values: PC-3, OVCAR-5, OVCAR-4, OVCAR-8, DU-145, OVCAR-3, SF-295, U251, SK-OV-3
C=CC1OC2C3CC(C2O1)C1OC31 (stereo not given) in the list: 93, 106, 102, 104, 121, 114, 99, 99, 93
NCC(O)C(O)C(O)C(O)CO (stereo not given) in the list: 81, 107, 103, 100, 101, 101, 106, 90, 86
Cc1nc2ccc(Cl)cn2c1[N+](=O)[O-] in the list: nt, 98, 96, 98, 106, 111, nt, 99, 103
CCCCCCCCCCCCCCCCCCOc1ccc(CC(=O)NCC[N+](C)(C)C)cc1 in the list: 40, 60, 99, 89, 106, 92, 95, 47, 95
C=CCCC1(C)NC(=O)NC1=O (stereo not given) in the list: 87, 102, 99, 102, 102, 106, 96, 103, 95

Sorted by SMILES length (low to high): three of the compounds above
#	SMILES	PC-3	OVCAR-5	OVCAR-4	OVCAR-8	DU-145
23	O=C(O)C1Cc2nc[nH]c2CN1CO (stereo not given)	102	105	110	102	113
24	Cc1nc2ccc(Cl)cn2c1[N+](=O)[O-]	nt	98	96	98	106
13	COC(=O)/C=C1/SC(=Nc2cccc(OC)c2)N(CCc2c[nH]c3ccc(O)cc23)C1=O	46	83	49	42	33

#	OVCAR-3	SF-295	U251	SK-OV-3
23	123	100	91	99
24	111	nt	99	103
13	40	81	45	101

Later entries.
#	SMILES	PC-3	OVCAR-5	OVCAR-4	OVCAR-8	DU-145
25	CC(=O)Nc1ccc(C)cc1[N+](=O)[O-]	94	99	nt	113	119
26	COc1cc(C2CC(c3cccc(Nc4ccncc4)c3)=Nc3c(N)nc(N)nc3N2)cc(OC)c1OC (stereo not given)	97	99	93	100	94
27	CC(C)C(=O)Nc1ccc(Cl)cc1	101	101	120	93	113
28	COc1cc2[nH]c(C(=O)c3cc(OC)c(OC)c(OC)c3)c(N)c2cc1C#Cc1ccccc1	53	100	nt	84	94
29	O=C(O)c1nn(-c2ccccc2)nc1N1CCCCC1	99	99	104	103	115
30	Cn1c(=S)[nH]c2c(Cl)cc(Cl)cc2c1=O	93	107	103	100	nt
31	CC1CCc2c(sc3nc(SCC(=O)NN)n(-c4ccccc4)c(=O)c23)C1 (stereo not given)	90	101	98	100	105
32	COCCOC1=C(Cl)C(=O)c2ccccc2C1=O	19	32	-22*	13	39
33	CC1S(=O)(=O)OCCOS1(=O)=O	106	100	104	109	107
34	C=CCOCCN	94	99	110	101	110
35	Nc1ccc2c(c1)c(N)nn2C(=O)Nc1ccc(Cc2ccccc2)cc1	60	67	56	84	79
36	Nc1nc2c(s1)CCc1c-2c(Br)n(Cc2ccccc2)c1-c1ccccc1	83	103	nt	85	107

#	OVCAR-3	SF-295	U251	SK-OV-3
25	131	109	107	108
26	98	94	95	119
27	104	nt	106	119
28	85	nt	85	94
29	108	100	nt	103
30	105	126	98	98
31	96	101	100	103
32	-13*	nt	8.2*	87
33	112	99	107	118
34	111	107	101	105
35	70	48	60	107
36	98	105	88	113

#	SMILES	PC-3	OVCAR-5	OVCAR-4	OVCAR-8	DU-145
37	O=S(=O)(Oc1ccc(-c2cn3ccoc3n2)cc1)C1CCCCC1	92	102	107	100	107
38	CCSc1nc(NC)cc(N(C)C)n1	109	103	101	111	101
39	O=C(c1ccccc1)C1C(c2ccccc2)C1[N+](=O)[O-] (stereo not given)	114	113	96	107	107
40	C[n+]1ccc(NC(=O)c2ccc(NC(=O)c3cccc(C(=O)Nc4ccc(C(=O)Nc5cc[n+](C)cc5)cc4)c3)cc2)cc1	98	87	84	96	116
41	N#CC1=C(N)Oc2n[nH]c(-c3ccc(F)cc3)c2C1c1ccco1 (stereo not given)	91	93	102	91	101
42	Nc1ccc(C(=O)Nc2cccc(C(=O)Nc3ccc4c(O)c(N=Nc5ccc(N=Nc6ccc(S(=O)(=O)O)cc6)cc5)c(S(=O)(=O)O)cc4c3)c2)cc1	98	106	101	110	107
43	C#Cc1nc(/C=C/CCCCCCC(=O)NO)cs1	73	59	47	32	24
44	COc1ccc2nc(C)c3c(c2c1[N+](=O)[O-])Oc1ccccc1N3	82	110	105	92	105
45	CCCCCO/N=C\c1c2c(O)c3c(O)c(C)c4c(c3c1O)C(=O)C(C)(O/C=C\C(OC)C(C)C(OC(C)=O)C(C)C(O)C(C)C(O)C(C)/C=C\C=C(\C)C(=O)N2)O4 (stereo not given)	13	49	30	27	36
46	O=C(CN1C(=O)/C(=C\c2ccc(Cl)cc2)SC1=S)Nc1ncc(Cc2ccccc2)s1	nt	104	101	99	108
47	COC(=O)C1CC(=O)C(C(=O)OC)CC1=O (stereo not given)	nt	108	108	117	108
48	Cc1ccc(CC(=S)N2CCOCC2)cc1	95	96	96	106	104

#	OVCAR-3	SF-295	U251	SK-OV-3
37	nt	94	104	102
38	107	100	103	105
39	112	104	101	108
40	107	96	104	104
41	100	87	91	89
42	107	104	107	101
43	nt	83	63	89
44	115	100	85	86
45	19	7.2*	17	34
46	110	97	101	102
47	114	108	117	106
48	101	101	103	106

#	SMILES	PC-3	OVCAR-5	OVCAR-4	OVCAR-8	DU-145
49	CCCCCCc1cc(-c2cc(CCCCCC)[nH]n2)n[nH]1	104	92	90	103	103
50	O=C(NCCNc1nccc(Nc2ccc(S(=O)(=O)Nc3ccccn3)cc2)n1)c1cccc(Br)c1	99	99	87	108	104
51	CNC(=O)c1nc(Nc2ccc(NC(=O)Nc3ccc(Cl)c(Cl)c3)cc2)c2ccccc2n1	86	102	86	95	91
52	COc1cc(OC)c(/C=C/S(=O)(=O)Cc2cnc(OC)c(N)c2)c(OC)c1	28	55	50	19	2.0*
53	O=[N+]([O-])c1ccc(Oc2cccnc2)c([N+](=O)[O-])c1	83	94	50	92	86
54	CCCCCCCCCCCCOC(=O)CCCCC	109	103	97	100	100
55	Cn1c(=O)[nH]c(=O)c2nc(/C=C/c3cccc(C(F)(F)F)c3)c(=O)[nH]c21	nt	105	98	105	115
56	Cc1c(Br)cccc1-c1nnc(C(c2ccc(F)cc2)N2CCCCC2)o1 (stereo not given)	92	94	86	101	111
57	CCOc1cccs1	104	111	110	111	115
58	O=C(CSC(=S)n1cnc2ccccc21)Nc1ccccc1	92	116	94	102	99
59	C/C=C(\C)C(=O)O[C@@H]1C2C(=O)[C@@](C)([C@@H]([C@@H](O)C(=O)OC)C1(C)C)[C@H]1CC[C@]3(C)C(CC(=O)O[C@H]3c3ccoc3)[C@]13OC23 (stereo not given in full)	82	97	107	95	106
60	CCCOC(=O)C1(O)CCCC1	97	87	102	102	123

#	OVCAR-3	SF-295	U251	SK-OV-3
49	110	97	102	104
50	102	107	103	90
51	102	88	92	100
52	-13*	2.6*	11	12
53	66	104	86	104
54	102	99	97	95
55	112	102	97	98
56	109	93	99	nt
57	102	103	107	96
58	103	111	98	114
59	102	95	84	97
60	129	105	104	111

From PubChem BioAssay
